Source: PubChem BioAssay (National Center for Advancing Translational Sciences (NCATS))
IL2 activator = IL-2 activation; AID 652025; actives 0.065% (n = 360,000); activation, % (series mostly up to about 46 µM); IL-2 activation reporter assay, cell-based qHTS; stimulated with anti-CD3/CD4/CD28 beads; in transgenic mouse T cells; in the data active = activation above about 50%; inconclusive = mostly about 30% to 49%; also: 0% is about no effect
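Screening format: compound pinned onto unstimulated transgenic mouse T cells, 60 min incubation, then anti-CD3/anti-CD4/anti-CD28 bead stimulation for 18 hours at 37 degrees C, followed by EGFP and DsRed detection.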
HepG2 tox = HepG2 cytotoxicity, counter-screen for TGF-b inhibitors; HepG2 CAGA-GFP viability, ATP luminescence, 18 h; Potency, µM (top dose mostly 46.1 µM), inactives show top-dose activity change, negative = cytotoxicity, hits mostly cytotoxic; actives 0.76% (n = 410,000); AID 588856; also: potency is read from the fitted curve at half-maximal effect; some results filed as inactive show a strong effect at the top dose
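CellTiter-Glo luminescence gave cytotoxicity after 18 hours at 37 degrees C. The cells were HepG2 CAGA-GFP in 1% FBS DMEM, stimulated with 500 pg/mL TGF-beta after compound addition. %Activity was normalised to no-cell wells (complete cell-killing) and DMSO (no toxicity), and curves were fitted and classified.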
Nrf2 block = inhibitors of Nrf2 signaling | A549 ARE-Fluc reporter, luciferase luminescence, 18-24 h | Potency, µM (series often up to 46 µM), without a hit: top-dose activity change, negative = inhibition, most hits filed as inhibitors | actives 2.1% (n = 360,000) | AID 504444; also: potency is read from the fitted curve at half-maximal effect; % is scaled to controls: 0 for no effect and ±100 for the full control effect; nearly all actives have a fitted effect of over 60% in size
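Nrf2 function is reported as luminescence of an ARE-controlled luciferase in A549 cells. Compounds were tested at several concentrations, and a CellTiter-Fluor read on the same wells flagged cytotoxicity.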
TGFb SMAD3 inh = inhibitors of TGF-b signaling; AID 588855; actives 1.2% (n = 410,000); Potency, µM (highest dose often 46.1 µM), for the others: at the highest dose activity, negative = inhibition, most hits filed as inhibitors; HepG2 CAGA-GFP TGF-b/SMAD3 reporter, GFP fluorescence, 18 h; TGF-beta stimulated, 500 pg/mL final; also: potency is read from the fitted curve at half-maximal effect; % is scaled to controls: 0 for no effect and ±100 for the full control effect; nearly all actives have a fitted effect of over 65% in size
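HEPG2 CAGA-GFP reporter cells (1000/well, DMEM with 1% FBS) received compounds, then recombinant TGF-beta at 500 pg/mL final for 18 hours at 37 degrees C. Per-cell GFP summed per well was normalised to unstimulated and stimulated DMSO controls before curve fitting.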
EPAC2 ag = agonists of human EPAC2 (RAPGEF4); actives 0.079% (n = 360,000); EPAC2 activation, biochemical qHTS; response scale: 100% = 6.5 mM cAMP response; Potency, µM (highest dose often 154 µM), for the others: at the top dose activation, usual class: activators; also: potency is read from the fitted curve at half-maximal effect; nearly all actives have a fitted effect of over 50% in size
Target sequence (Q8WZA2 whole entry, looked up): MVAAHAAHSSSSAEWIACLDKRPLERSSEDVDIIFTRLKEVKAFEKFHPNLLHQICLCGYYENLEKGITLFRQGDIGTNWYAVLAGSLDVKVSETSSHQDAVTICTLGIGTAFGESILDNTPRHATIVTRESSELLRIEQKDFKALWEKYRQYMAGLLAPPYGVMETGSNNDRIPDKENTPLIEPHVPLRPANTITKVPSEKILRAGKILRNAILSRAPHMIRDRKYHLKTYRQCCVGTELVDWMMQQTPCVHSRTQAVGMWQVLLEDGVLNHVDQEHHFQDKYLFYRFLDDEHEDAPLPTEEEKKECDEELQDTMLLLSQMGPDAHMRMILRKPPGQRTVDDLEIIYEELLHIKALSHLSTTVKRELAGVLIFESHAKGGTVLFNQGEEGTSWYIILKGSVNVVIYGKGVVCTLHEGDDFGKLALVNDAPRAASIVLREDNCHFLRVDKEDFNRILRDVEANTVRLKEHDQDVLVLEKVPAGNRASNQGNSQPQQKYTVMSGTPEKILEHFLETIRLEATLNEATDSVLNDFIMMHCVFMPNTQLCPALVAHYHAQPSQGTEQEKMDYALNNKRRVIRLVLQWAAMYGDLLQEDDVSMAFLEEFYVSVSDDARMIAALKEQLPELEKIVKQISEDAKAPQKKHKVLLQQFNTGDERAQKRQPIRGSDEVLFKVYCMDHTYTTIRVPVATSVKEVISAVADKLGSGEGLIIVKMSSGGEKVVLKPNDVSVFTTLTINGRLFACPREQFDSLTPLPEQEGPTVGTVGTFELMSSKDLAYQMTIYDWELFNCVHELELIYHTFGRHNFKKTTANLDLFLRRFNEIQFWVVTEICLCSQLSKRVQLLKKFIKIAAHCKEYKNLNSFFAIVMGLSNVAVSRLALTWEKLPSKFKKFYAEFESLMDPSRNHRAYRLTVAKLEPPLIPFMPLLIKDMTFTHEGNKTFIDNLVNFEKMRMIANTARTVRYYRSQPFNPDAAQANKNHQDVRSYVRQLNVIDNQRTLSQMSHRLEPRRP
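Each well held 100 nM EPAC2, 250 nM RAP1B-BODIPY-GDP and 50 uM GDP. Fluorescence, read at 5-min intervals to 30 min, was referenced to a 6.5 mM cAMP positive control.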
ATXN viability = cell viability loss in ATXN counter-screen; S2 cells (HEK-293 line with an ATXN2-luciferase reporter) viability, CellTiter-Fluor protease fluorescence, 24 h; Potency, µM (series often up to 56.7 µM), usual class: cytotoxic; actives 0.49% (n = 400,000); AID 651635; also: potency is read from the fitted curve at half-maximal effect; nearly all actives have a fitted effect of over 40% in size
A549 tox = kills or reduces viability of A549 cells in Nrf2 counter-screen; A549 ARE-Fluc cells, CellTiter-Fluor viability, 18-24 h; Potency, µM (highest dose often 46 µM), inactives show at the top dose activity change, negative = cytotoxicity, hits mostly inhibitors; actives 0.16% (n = 390,000); AID 504648; also: potency is read from the fitted curve at half-maximal effect; % is scaled to controls: 0 for no effect and ±100 for the full control effect
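A549 ARE_Fluc cells in 5% FBS OPTI-MEM were exposed to compounds in concentration-response for 18-24 h at 37 deg C. Viability was read by CellTiter-Fluor fluorescence (Ex 405/Em 525) after 30 min, before the luciferase read.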
ATXN2 expr inh = reduces ATXN2 reporter expression in HEK-293 cells; HEK-293 ATXN2-luciferase reporter, luminescence, 24 h; Potency, µM (titrated, usually from 57 µM), for inactives: at the highest dose activity change, negative = inhibition, usual class: inhibitors; actives 0.72% (n = 360,000); AID 1745845; also: potency is read from the fitted curve at half-maximal effect; % is scaled to controls: 0 for no effect and ±100 for the full control effect; nearly all actives have a fitted effect of over 55% in size
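ATXN2-luciferase reporter cells (luciferase flanked by upstream and downstream ATXN2 gene portions) were treated 24 h at 37 °C with compounds at up to 57 uM. SteadyGlo luminescence gave expression; GF-AFC fluorescence gave viability.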
Nrf2 activator = Nrf2 pathway activation; Potency, µM (series often up to 46.1 µM), for the others: top-dose activation, most hits filed as activators; actives 0.31% (n = 410,000); AREc32 ARE-luciferase reporter (MCF7-derived line), luminescence, 24 h; also: potency is read from the fitted curve at half-maximal effect; % of control where 0% means no effect; nearly all actives have a fitted effect of over 65% in size
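Steps: seed AREc32_Fluc cells (1000/well, 5% FBS OPTI-MEM); incubate overnight at 37 deg C; add 23 nL compound; incubate 24 hr; add Steady-Glo; hold 30 min RT; read luminescence.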
* = called active by the depositor; i = inactive; ? = inconclusive; · = not tested or not shown; & = joins results of further samples; [ ] = another dose, or the depositor's remark. Unless noted, calls follow the shape of the dose curve; as a rule, active = well fitted curve in the direction sought with a large enough effect; inconclusive = small, poorly fitted or top-dose-only effect, or another doubt; inactive = no such curve, though single readings can be large; an effect the other way counts as inactive or inconclusive.

SMILES	ATXN viability	Nrf2 activator	IL2 activator	A549 tox	EPAC2 ag	TGFb SMAD3 inh	Nrf2 block	ATXN2 expr inh	HepG2 tox
O=C(CSc1nnc(-c2cccnc2)n1Cc1ccco1)c1ccc(Cl)cc1	i	-0.7%	-0.2	-1.0%	2.6%	-0.3%	?	-8.6%	-17.1%
COc1ccc(C=Cc2ccc3ccccc3n2)c(OC)c1	·	-0.4%	-4.0	·	16.8%	?	·	·	-77.2%
COc1ccc(CC(=O)NCCS(=O)(=O)N2CCN(c3ccccc3OC)CC2)cc1	i	2.0%	-3.8	-0.4%	10.8%	2.9%	-2.6%	5.3%	12.2%
CCOC(=O)NC(=O)/C(C#N)=N/Nc1c(F)cccc1F	i	0.0%	-0.1	-14.2%	6.7%	-1.3%	·	-14.7%	-0.1%
C[C@@H]1CN([C@@H](C)CO)S(=O)(=O)c2ccc(Br)cc2O[C@H]1CN(C)Cc1ccncc1	i	1.2%	-1.3	·	12.0%	8.5%	·	-21.7%	-18.0%
COc1ccc(C(=O)Nc2cc([N+](=O)[O-])ccc2N2CCN(C)CC2)cc1	i	2.1%	-1.1	-11.8%	4.2%	0.7%	·	-11.3%	-17.5%
O=C(NCCCN1CCCC1)c1ccc(CSCc2cccc(Cl)c2)o1	i	0.3%	-3.1	-3.4%	-0.5%	11.5%	·	-21.5%	-36.0%
O=S(=O)(Nc1nccs1)c1cnc(Cl)c(Br)c1	i	-0.5%[9.22 µM]	-0.2	-4.3%	-8.4%	?	4.6%	7.3%	-7.1%
O=C(NNC(=O)c1ccc(NC(=O)c2ccccc2)cc1)c1ccccc1	i	2.6%	-4.3	-3.2%	1.3%	8.3%	0.4%	0.0%	9.9%
COc1cc(/C=N/NC(=O)C23CC4CC(CC(C4)C2)C3)cc(Br)c1O	i	-0.1%	-2.5	1.2%	5.0%	17.3%	0.4%	-8.9%	21.5%
O=C(OC1C2C=CC1C1C(=O)NC21)c1ccccc1 (stereo not given)	i	0.8%	-0.8	·	-3.4%	2.8%	·	·	5.2%
COc1ccc(N2CCN(C(=O)[C@@H](NC(=O)c3ccccc3Cl)C(C)C)CC2)cc1	i	-0.3%	-0.2	-2.8%	8.9%	-27.4%	-9.9%	0.5%	2.7%
CC(C)(C)C(=O)NNC(=O)c1cc2sccc2s1	i	0.1%	-0.4	-1.6%	8.0%	-1.2%	-21.6%	13.5%	11.8%
COc1ccc(CNC(=O)CC2C[C@H](C(=O)N(C(C)C)C(C)C)[C@@]3(C)c4[nH]c5ccccc5c4CCN3C2=O)cc1OC (stereo not given in full)	i	7.3%	-0.1	-0.3%	-1.9%	?	19.2%	9.5%	-2.2%
Cc1nc(N2CCOCC2)nc2c1CCC2	i	2.4%	-3.7	5.2%	1.4%	-4.4%	4.4%	7.3%	-4.0%
O=C(N/N=C/c1ccccn1)c1ccc(Cl)cc1	i	7.6%	-1.9	?	3.8%	?	?	?	-25.8%
Cc1cnc(C(=O)Nc2ccc(N3CCOCC3)cc2)cn1	i	-0.4%	-2.9	-4.5%	8.7%	0.6%	11.4%	24.1%	0.0%
COc1cc(NC(=S)NCc2cccnc2)cc(OC)c1	i	-0.3%	0.0	6.9%	9.7%	14.5%	5.3%	3.5%	-7.3%
Cc1nn(Cc2ccccc2)c(N)c1C#N	i	0.1%	0.6	-4.2%	2.3%	-3.1%	-18.4%	0.1%	23.2%
CCc1ccc(N2CC34C=CC(O3)C(C(=O)OC)C4C2=O)cc1 (stereo not given)	i	-0.8%	0.8	-1.5%	14.7%	-9.8%	6.3%	1.0%	-13.4%
COc1ccc(NC(=O)C2CCC(CNc3c(N4CCC(C)CC4)c(=O)c3=O)CC2)cc1OC (stereo not given)	i	-0.4%&2.8%	0.3&-1.3	-7.0%&16.4%	-3.4%&-7.6%	-6.1%&1.5%	1.3%&19.8%	-2.1%&-7.8%	2.2%&-47.8%
CC(=O)c1ccc(NC(=O)CSc2nc(=O)n(Cc3ccncc3)c3c2CCC3)cc1	i	1.4%	·	1.2%	·	-5.2%	·	8.9%	-2.2%
O=S(=O)(Nc1ccc(N2CCCCC2)cc1)c1ccc(F)cc1F	i	0.2%	-3.0	4.0%	10.5%	1.0%	-5.5%	-15.1%	-17.8%
O=C(NCC1CCCO1)Nc1ccc(Cl)cc1 (stereo not given)	i	2.2%	0.0	-5.7%	-3.0%	1.6%	?	20.7%	11.3%
O=C(Nc1ccc(F)cc1)c1ccc(S(=O)(=O)N2CCCC2)cc1	i	-0.8%	-0.8	-1.4%	5.1%	12.3%	?	-18.0%	-1.0%

Ordered by formula weight (largest number first): some entries from above
SMILES	ATXN viability	Nrf2 activator	IL2 activator	A549 tox	EPAC2 ag	TGFb SMAD3 inh	Nrf2 block	ATXN2 expr inh	HepG2 tox
O=S(=O)(Nc1ccc(N2CCCCC2)cc1)c1ccc(F)cc1F	i	0.2%	-3.0	4.0%	10.5%	1.0%	-5.5%	-15.1%	-17.8%
CCc1ccc(N2CC34C=CC(O3)C(C(=O)OC)C4C2=O)cc1 (stereo not given)	i	-0.8%	0.8	-1.5%	14.7%	-9.8%	6.3%	1.0%	-13.4%
COc1ccc(C=Cc2ccc3ccccc3n2)c(OC)c1	·	-0.4%	-4.0	·	16.8%	?	·	·	-77.2%

Continued.
SMILES	ATXN viability	Nrf2 activator	IL2 activator	A549 tox	EPAC2 ag	TGFb SMAD3 inh	Nrf2 block	ATXN2 expr inh	HepG2 tox
CCCn1c(SCC(=O)NC2CC2)nnc1-c1cccs1	i	0.3%	-0.7	-0.2%	2.9%	-2.3%	5.9%	-2.4%	0.3%
O=C(CSc1nnc2n1CCCN2)c1ccccc1	i	-0.4%	-0.4	4.0%	-0.1%	7.4%	2.0%	48.1%[activator]	18.2%
O=C(NCc1csc(-c2cccs2)n1)Nc1ccc(C(F)(F)F)cc1	i	11.1%	-3.9	-1.7%	-1.8%	-33.7%	0.9%	19.9%	-14.2%
CCCNC(=O)COc1ccc(-c2nn(C)c(=O)c3ccccc23)cc1	i	2.6%	0.1	-3.8%	8.6%	-33.3%	?	9.7%	-43.9%
O=C(c1ccco1)N1CCN(C(=O)C(Sc2ccccc2)c2ccccc2)CC1 (stereo not given)	i	4.2%	-0.7	0.0%	10.3%	?	?	-6.6%	-31.3%
CCOC(=O)C1CCCN(S(=O)(=O)c2ccc3ccccc3c2)C1 (stereo not given)	i	0.0%	-3.1	8.2%	11.6%	-12.1%	?	-24.1%	10.4%
C/C(N)=C(/C#N)C(=O)CSc1nnc(Nc2ccccc2C)s1	i	4.6%	-2.3	-0.7%	10.4%	2.5%	10.5%	6.3%	0.6%
COC(=O)CCC(=O)OC1(C)C(=O)C=C2C=C(C3CC3)N(Cc3ccccc3)C=C2C1=O (stereo not given)	i	-0.8%	0.6	-10.6%	3.9%	-23.9%	-10.0%	1.5%	-3.1%
Cc1nn(-c2ccccc2)c(N)c1C(O)(C(F)(F)F)C(F)(F)F	i	2.0%	-0.6	2.4%	-4.7%	2.6%	-0.2%	0.9%	-2.0%
Cc1cc(C(=O)COC(=O)C23CC4CC(CC(O)(C4)C2)C3)c(C)n1C	i	-0.1%	0.5	0.3%	-1.5%	6.8%	?	31.1%	-1.2%
CSc1nc(Cl)c(Cc2ccc(OC(C)C)cc2)c(N(C)C)n1	i	2.2%	-0.4	14.3%	3.8%	-16.3%	?	-15.2%	-31.7%
CN(C)C(=O)CCc1ccc2c3c([nH]c2c1)[C@]1(C)[C@@H](C(=O)N2CCCCC2)C[C@H](CC(=O)NCc2cccc(C(F)(F)F)c2)C(=O)N1CC3	?	8.6%	-0.6	0.8%	7.3%	?	-19.6%	-16.8%	-5.2%
CCCCNC(=O)CN1C(=O)c2c(c3ccccc3n2C)C1c1ccc(OC)cc1 (stereo not given)	·	0.1%	·	-10.7%	·	0.0%	6.1%	·	-7.4%
Cc1cc(NC(=O)COc2cccc([N+](=O)[O-])c2)no1	i	-0.5%	-0.5	7.2%	6.7%	0.6%	-13.1%	-0.5%	-2.7%
O=C1NC(=O)C2(CCCCCC2)N1	i	0.4%	0.9	12.3%	7.7%	-0.4%	?	3.2%	7.9%
OCCCNCc1cccc2ccccc12	i	-0.6%	0.9	19.6%	12.4%	0.6%	·	-14.1%	-21.2%
O=C(Nc1c(Cl)cccc1Cl)c1cc(=O)n(Cc2ccccc2)c(=O)[nH]1	i	-1.3%	-1.7	11.7%[1.84 µM]	?	-22.2%	-13.9%	1.4%	2.4%
Cc1cccc2c(=O)c(C(=O)NCc3cccs3)c[nH]c12	i	3.3%	-1.3	-3.1%	-0.3%	4.1%	?	32.2%[activator]	1.4%
COCCNC(=O)C(c1ccc(F)cc1)N(Cc1ccccc1)C(=O)CCC(=O)Nc1ccccn1 (stereo not given)	i	-0.1%	-0.4	-8.5%	7.6%	9.0%	-15.3%	-5.1%	-6.8%
O=C(Cc1ccc(S(=O)(=O)N2CCCCC2)s1)Nc1cccc2ccccc12	i	0.8%	3.6	-7.5%	-4.2%	0.0%	7.7%	2.9%	-18.6%
COc1ccccc1-c1csc(Cc2nnc3n2CCCCC3)n1	i	0.2%	-1.7	-0.4%	-5.3%	23.8%	-13.1%	-6.1%	1.7%
C=CCNC(=S)N1CCN(c2cccc(C(F)(F)F)c2)CC1	i	-0.4%[9.22 µM]	0.1	-4.4%	-8.0%	-20.1%	?	-16.9%	-17.0%
